# From PubChem
# RNase H inhibition: RNase H inhibition, HIV 1 Gag Pol polyprotein, FRET biochemical assay, screening (AID 372) | HIV-1 RT RNase H, FRET RNA/DNA substrate fluorescence; higher % means a stronger effect | inhibition, % at 10 µM; hits with a dose series show IC50 in µM | 0.77% of 100,000 active; in the data active = inhibition above about 50%
# * marks the source's active call; other numbers are inactive results.
SMILES,RNase H inhibition
Cc1ccc(C(=O)N2c3ccc(C)cc3-c3c(ssc3=S)C2(C)C)cc1,30%
O=C(N/N=C/c1ccccc1)c1cc(=O)[nH]c2ccccc12,8%
CCOc1ccc(N/C=C/C(=O)c2ccc(OC)cc2)c([N+](=O)[O-])c1,11%
Cc1nc2cc(N=Cc3c[nH]c4ccccc34)ccc2n1C,5%
COc1c(O)cnn(C(C)(C)C)c1=O,18%
Cc1ccccc1-n1nnnc1-c1ccccc1,0%
Cn1c(=O)n(C)c2cc(/C=C(\C#N)c3nn(-c4ccccc4)c(N)c3C#N)ccc21,4%
O=C1NC(=O)/C(=C\c2ccc(O)c(Cl)c2)N1,12%
O=C(CN(c1cccc(Cl)c1)S(=O)(=O)c1ccccc1)N/N=C/c1cccnc1,5%
COC(=O)c1ccc(C(=O)OC)c(NC(=O)COc2ccccc2Cl)c1,2%
CCn1c(=O)c(C(=O)NCc2ccccn2)c(O)c2ccccc21,8%
O=C1NC(=O)N(Cc2ccccc2)C(=O)/C1=C/c1ccc(Br)cc1,15%
Cc1cccc(/C(N)=N/OC(=O)c2ccccc2)c1,14%
CC(=O)Nc1ccc(NC(=O)Cc2ccc(Cl)cc2)cc1,15%
Cc1ccc(OCC(=O)Nc2cc(Cl)ccc2Cl)c(Br)c1,12%
Cc1ccc(C(=O)Oc2ccc(/C=C3\SC(N)=NC3=O)cc2)cc1,15%
O=C(Oc1ccc(/C=N/NC(=O)C(O)c2ccccc2)cc1)c1ccccc1Cl (centres undefined),16%
CC1CCC2(CC1)C(C#N)C(=O)NC(=O)C2C#N (centres undefined),2%
COc1cccc(NC(=O)CN(c2cc(Cl)cc(Cl)c2)S(C)(=O)=O)c1,2%
Cc1cc([N+](=O)[O-])ccc1-c1ccc(CO)o1,24%
N/C(=N\OC(=O)/C=C/c1ccc(Br)cc1)c1ccccn1,6%
CCCCC1CCC(C(=O)NN)CC1 (centres undefined),9%
Cn1nnnc1NC(=O)c1ccccc1F,5%
O=C(N=Nc1c(O)[nH]c2ccc(Br)cc12)C1COc2cc3ccccc3cc2O1 (centres undefined),4%
COc1ccc(CN2CCN(Cc3ccc(Cl)cc3)CC2)cc1OC,8%
CCOc1ccc(C=Nc2ccccc2)cc1,0%
COc1ccccc1/C=N\Nc1nc(-c2ccccc2)cc(-c2ccccc2)n1,2%
Cc1cc2c(N=Nc3ccc([N+](=O)[O-])cc3)c(O)[nH]c2cc1Br,47%
COc1ccc2nc(Nc3nc4ccccc4c(=O)[nH]3)nc(C)c2c1,12%
COC(=O)c1c(-c2ccc(OC)cc2OC)csc1N,14%
O=C(NN1CCOCC1)c1cc(-c2ccccc2)nc2ccccc12,0%
O=C(Cc1cccc2ccccc12)N/N=C/c1c2ccccc2cc2ccccc12,7%
O=C(Nc1cccc2c1CCCC2)c1ccccc1Br,10%
O=C(CN1C(=O)C2C3C=CC(C4CC34)C2C1=O)OCC(=O)c1ccc(Cl)cc1 (centres undefined),10%
COC(=O)C1=C(C)Nc2ccccc2S1,0%
O=C(Cn1c(=O)n(CC(=O)NCc2ccccc2)c2ccccc21)NCc1ccccc1,23%
Cc1ccc(-c2cc(C(F)(F)F)n3nc(C(=O)NCCN4CCOCC4)c(Cl)c3n2)cc1,7%
O=C(COc1ccc(Br)cc1Cl)Nc1cccc(F)c1,43%
Cc1ccc(N2C(=O)CC(N3CCN(Cc4ccc5c(c4)OCO5)CC3)C2=O)c(C)c1 (centres undefined),2%
CCN(CC)CCCCOc1cc(C)cc(C)c1,2%
Cc1ccc(C(=O)CS(=O)(=O)O)cc1,6%
Cc1ccccc1NC(=O)/C(C#N)=C\c1ccc(O)c(Br)c1,0%
CCOc1cc(/C=C2\SC(=S)N(C)C2=O)cc([N+](=O)[O-])c1O,13%
CCOC(=O)c1ccc(NC(=O)C2CC(=O)N(c3ccc(CC)cc3)C2)cc1 (centres undefined),18%
O=C(/C=C/c1ccc([N+](=O)[O-])cc1)N1CCN(Cc2ccccc2)CC1,13%
Cc1c(OCc2ccc([N+](=O)[O-])cc2)ccc2c3c(c(=O)oc12)CCCC3,5%
COC(=O)c1cccc(NC(=O)COc2ccc(Cl)cc2)c1,6%
C=CCC(Nc1ccccc1)C12C=CC(O1)C(C(=O)OC)=C2C(=O)OC (centres undefined),5%
CCOC(=O)c1ccccc1N/C=C(\C#N)C(=O)NCc1ccccc1,9%
CCOC(=O)c1c(-c2ccccc2)oc2cc(Br)c(O)cc12,0%
CCN(CC)c1ccc(-c2nocc2C#N)cc1,0%
CCC(=O)CC(O)(c1ccccc1)C(F)(F)C(F)F (centres undefined),18%
COc1cc(C(=O)Nc2cccc3nsnc23)cc(OC)c1OC,0%
Cc1ccc(C)c(N2C(=O)C3C(C2=O)N2CCCN2C3c2ccccc2)c1 (centres undefined),9%
COc1ccc(NC(=O)CN(c2cccc([N+](=O)[O-])c2)S(=O)(=O)c2ccccc2)c(OC)c1,10%
O=C(Nc1cccc(C(F)(F)F)c1)c1cc2c(ccc3ccccc32)oc1=O,18%
O/N=C(\c1ccc(F)cc1)c1cc2ccccc2o1,1%
Clc1ccc(C2C=C(c3cccs3)Nc3nnnn32)cc1 (centres undefined),3%
CC(C)(C)c1cc(Br)ccc1OCC(=O)Nc1ccccc1Cl,0%
Cc1ccc([N+](=O)[O-])cc1N=Cc1cccc(Cl)c1Cl,13%
# New compounds follow.
SMILES,RNase H inhibition
COC(=O)C1=CN(CC2CCCO2)C=C(C(=O)OC)C1c1ccc(Cl)cc1 (centres undefined),16%
COc1ccccc1OCCOc1ccc(Br)cc1/C=N/n1cnnc1,9%
Cc1ccc(N(CC(=O)Nc2cccc3ccccc23)S(=O)(=O)c2ccc(F)cc2)cc1,4%
COc1ccc(OC)c(S(=O)(=O)N2CCN(Cc3ccccc3)CC2)c1,2%
O=C1N=C(N2CCOCC2)S/C1=C\c1ccoc1,4%
O=C(c1cccc(Br)c1)N1N=C(C(F)(F)F)CC1(O)c1ccc(Cl)cc1 (centres undefined),17%
Cc1ccc2nc(-c3ccc(NC(=O)c4ccccc4-c4ccccc4C(=O)O)cc3)sc2c1,12%
Cc1ccc(CC(CC(=O)O)C(=O)Nc2ccccc2I)cc1 (centres undefined),3%
CCc1ccc(N2C(=O)NC(=O)/C(=C\c3ccc(OC(C)C(=O)O)cc3)C2=O)cc1 (centres undefined),2%
CCc1ccc(NC(=O)C(=O)NCCCN2CCOCC2)cc1,0%
C/C(CC(=O)Nc1cccc(F)c1)=N\NC(=O)c1ccc(O)cc1O,20%
Cc1c(NC(=O)c2ccc(Br)o2)cccc1-c1nc2ccccc2s1,14%
Cc1cccc(Nc2cc(=O)[nH]c(=O)[nH]2)c1,0%
COC(=O)c1ccc(-n2c(C)cc(/C=C3\C(=O)NC(=O)N(C)C3=O)c2C)cc1,3%
Cc1ccc(/C=C/C(=O)N2CCN(c3ccc([N+](=O)[O-])cc3)CC2)o1,16%
O=C(N/N=C/c1ccc(Cl)cc1Cl)c1c[nH]c2ccccc12,19%
CCOC(=O)c1ccc(N/C=C2\CCCCC2=O)cc1,5%
CCN1C(=O)/C(=C\c2cccc(OCc3cccc(C)c3)c2)SC1=S,13%
CCCCOc1cccc(C(=O)Nc2cc(C)ccn2)c1,3%
CCOC(=O)C1=C(C)N=c2s/c(=C\c3cccc([N+](=O)[O-])c3)c(=O)n2C1/C=C/c1ccccc1 (centres undefined),4%
CCOc1ccc(N(CC(=O)Nc2cc(C)ccc2C)S(=O)(=O)c2ccc(SC)cc2)cc1,12%
COc1cc(OC)cc(C(=O)Nc2cc(C34CC5CC(CC(C5)C3)C4)ccc2C)c1,4%
COc1ccc(Br)cc1CN1CCC(N2CCCCC2)CC1,6%
COc1ccc(C/C(O)=C(\C#N)c2nc3ccccc3[nH]2)cc1,7%
COc1ccccc1NC(=O)c1ccc(CN(c2ccc(C)c(C)c2)S(C)(=O)=O)cc1,9%
CC(=O)Nc1ccc(C2C(C#N)=C(N)Oc3cc(O)ccc32)cc1 (centres undefined),13%
O=Cc1ccccc1OCc1ccc(I)cc1,7%
COc1cc(C(=O)NCc2ccc3c(c2)OCO3)c([N+](=O)[O-])cc1OC,8%
O=C(Nc1ccccc1F)c1ccco1,13%
O=C(N/N=C/c1cc(Br)ccc1F)c1ccncc1,15%

# Part of the list above, as tab-separated lines.
molecule	RNase H inhibition
Cc1ccc2nc(-c3ccc(NC(=O)c4ccccc4-c4ccccc4C(=O)O)cc3)sc2c1	12%
O=C(CN1C(=O)C2C3C=CC(C4CC34)C2C1=O)OCC(=O)c1ccc(Cl)cc1 (centres undefined)	10%
CCCCOc1cccc(C(=O)Nc2cc(C)ccn2)c1	3%
O=C(COc1ccc(Br)cc1Cl)Nc1cccc(F)c1	43%
CC1CCC2(CC1)C(C#N)C(=O)NC(=O)C2C#N (centres undefined)	2%
CC(=O)Nc1ccc(C2C(C#N)=C(N)Oc3cc(O)ccc32)cc1 (centres undefined)	13%
Cc1ccc([N+](=O)[O-])cc1N=Cc1cccc(Cl)c1Cl	13%

# The list goes on.
SMILES,RNase H inhibition
CCCC(=O)Nc1ccc(-c2nc3cc(C)ccc3o2)cc1,14%
Cc1cc(/C=c2\sc3nc4ccccc4n3c2=O)c(C)n1-c1cccnc1,24%
O=C(Nc1ccc(N=Cc2cc([N+](=O)[O-])ccc2O)cc1)c1ccc(Cl)cc1Cl,0%
O=C(O)c1cc(NC(=O)c2ccc3c(c2)C(=O)N(N2C(=O)c4ccccc4C2=O)C3=O)cc(C(=O)O)c1,0%
CC1(C)CC(=O)C2=C(C1)c1c(ccc3ccccc13)NC2c1ccc(OCc2ccccc2)cc1 (centres undefined),24%
CCCCOc1ccc(Nc2nc(-c3ccccc3)cc(-c3ccccc3)n2)cc1,13%
CCCOc1cccc(C(=O)Nc2ccc(Cl)cn2)c1,10%
Cn1c(=O)cc2c3c(c(N)ccc31)C(=O)c1ccccc1-2,0%
CNC(=O)/C(=C\c1ccc(Cl)cc1)NC(=O)c1ccccc1,1%
N/C(=N/N=C\c1cccc(O)c1)c1ccccn1,4%
O=C(NCCCO)c1cccc([N+](=O)[O-])c1,10%
O=C(COc1cccc(Cl)c1)N/N=C\c1ccc(F)cc1,0%
C=CCn1c(-c2ccccc2)n[nH]c1=S,0%
Clc1ccc2c(c1)c(-c1ccccc1)nc1nnnn12,0%
COc1cc(/C=N/n2cnnc2)cc(OC)c1O,0%

# Exported with bars between the fields: two of the compounds above.
Molecule | RNase H inhibition
CCCOc1cccc(C(=O)Nc2ccc(Cl)cn2)c1 | 10%
O=C(NCCCO)c1cccc([N+](=O)[O-])c1 | 10%

# The listing continues:
SMILES,RNase H inhibition
Oc1ccc(Br)cc1/C=N/c1nc2ccc(Br)cc2s1,0%
CSc1ccc(C2CC(=O)Nc3c2cc(Br)c2ccccc32)cc1 (centres undefined),9%
Cc1c(C(=O)OC(C)C)sc(NC(=O)C2CC2c2ccccc2)c1C#N (centres undefined),12%
COc1cc(C=O)c(OC)cc1Br,15%
CCSCCOC(=O)C1=C(C)NC2=C(C(=O)CC(c3ccc(Cl)cc3)C2)C1c1cccc(OC)c1 (centres undefined),8%
Cn1c(O)c(C=NC(C)(CO)CO)c(=O)n(C)c1=S,4%
COc1cc(/C=C2\SC(N)=NC2=O)ccc1OCCOc1ccccc1Cl,26%
C/C(=N\NC(=O)COc1ccccc1[N+](=O)[O-])c1ccc(Br)cc1,11%
Cc1ccc(-c2nc3cc(Cl)ccc3o2)cc1NC(=O)c1ccc(Br)o1,12%
CN(C)c1ccc(C2N(C)c3ccccc3N2C)cc1,21%
CC(=O)C1=C(C)NC(SCC(=O)c2ccc(C)c(C)c2)=C(C#N)C1c1ccc(Br)cc1 (centres undefined),24%
CC1(C)CC(=O)C(=Cc2cn(-c3ccccc3)nc2-c2ccccc2)C(=O)C1,23%
CCOC(=O)C1=C(N)OC2=C(C(=O)CCC2)C1c1ccc(C)cc1C (centres undefined),14%
COc1ccc(-c2csc(N)n2)cc1Br,0%
C=CCc1ccc(OCCOc2c(Cl)cc(/C=C3\SC(=S)NC3=O)cc2OC)c(OC)c1,27%

# Of the compounds above, these have a tert-butyl group.
SMILES,RNase H inhibition
COc1c(O)cnn(C(C)(C)C)c1=O,18%
CC(C)(C)c1cc(Br)ccc1OCC(=O)Nc1ccccc1Cl,0%

# The list continues.
SMILES,RNase H inhibition
CN1CCN(C(=O)c2ccccc2NC(=O)CCN2C(=O)c3ccccc3C2=O)CC1,13%
O=C(O)C(Cc1c[nH]c2ccccc12)NS(=O)(=O)c1ccc([N+](=O)[O-])cc1 (centres undefined),2%
COc1ccccc1-n1cnc2cc(Nc3nnc(C)c4ccccc34)ccc21,9%
Cc1ccc(N=Cc2ccc(OCc3ccccc3)cc2)cc1,3%
O=C1CC(c2cc([N+](=O)[O-])ccc2Cl)c2cc(Br)c3ccccc3c2N1 (centres undefined),15%
COc1ccc(C(=O)Nc2ccccn2)cc1Br,20%
CC1(C(=O)O)CCC(C(=O)Nc2cccc(F)c2)C1(C)C (centres undefined),6%
Cc1cc(C)nc(/N=C(/N)Nc2ccc3ncccc3c2)n1,17%
O=C(Nc1ccccn1)c1ccc2c(c1)C(=O)N(c1cccc3c(N4C(=O)c5ccc(C(=O)Nc6ccccn6)cc5C4=O)cccc13)C2=O,2%
Cc1ccc(S(=O)(=O)N(CC(=O)Nc2ccccc2Br)c2cccc(Cl)c2C)cc1,14%
C/C(=N\NC(=O)CCc1cc(C(C)(C)C)c(O)c(C(C)(C)C)c1)c1ccccc1,29%
CCCCOC(=O)c1ccc(N2C(=O)c3cccc([N+](=O)[O-])c3C2=O)cc1,0%
O=C(Nc1ccc2nc(SCc3ccc(F)cc3)sc2c1)c1ccccc1,9%

# Not all compounds are listed; rates above refer to the full screens.
